Avidin fluor = avidin bead compound fluorescence profile; Avidin beads, compound fluorescence 488/530 nm, flow cytometry; hits give high values; fluorescence (KMESF) at 10 µM; 220,000 compounds, 0.38% hits; AID 1775; in the data active means fluorescence above about 47; further: inactives centre near 10
GSH bead fluor = compound fluoresces at 488/530 nm on GSH beads | 190,000 compounds, 0.25% hits | GSH beads flow cytometry, compound fluorescence 488/530 nm; hits give high values | AID 1776 | fluorescence (KMESF) at 10 µM; in the data active means fluorescence above about 89;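 further: glutathione beads carrying GST-tagged Bcl family fusion proteins plus one bare bead set; values are compound well signal with DMSO vehicle wells as background; inactives centre near 16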
Mcl1 Noxa PPI = disrupts binding of human Mcl-1 to Noxa peptide | Q07820 | TR-FRET Mcl-1/Noxa peptide binding, 2 h | inhibition, % at 21.7 µM | 220,000 compounds, 1.5% hits | AID 1022;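 active means compounds that cut the protein-peptide binding signal by more than 50% relative to plate controls in a single-dose test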;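 further: His-tagged Mcl-1 with rhodamine Noxa BH3 peptide and terbium anti-His antibody; 0% = Mcl-1 plus Noxa peptide wells and 100% = peptide-only wells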
Target sequence (Q07820 whole entry, looked up): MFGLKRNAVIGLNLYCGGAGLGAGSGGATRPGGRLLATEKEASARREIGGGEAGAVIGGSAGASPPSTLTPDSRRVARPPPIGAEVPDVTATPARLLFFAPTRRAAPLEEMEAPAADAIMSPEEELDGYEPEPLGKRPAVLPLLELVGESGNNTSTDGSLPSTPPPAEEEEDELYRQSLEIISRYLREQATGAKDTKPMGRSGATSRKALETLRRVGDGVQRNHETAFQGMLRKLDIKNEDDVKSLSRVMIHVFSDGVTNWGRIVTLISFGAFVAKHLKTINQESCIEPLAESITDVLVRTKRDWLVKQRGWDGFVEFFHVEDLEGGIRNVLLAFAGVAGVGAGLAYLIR
RGS8-Gao = regulators of human RGS8-Galphao interaction; P09471; multiplexed bead flow cytometry, RGS8-Galphao binding; actives lie on both sides; response (percent of control binding), % at 10 µM; 220,000 compounds, 0.34% hits; AID 1423; in the data active means response below about 60% or above about 140%; inactive means in between;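 further: Galphao activated as the GDP aluminium fluoride complex binding bead-coupled RGS8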
Target sequence (P09471 whole entry, looked up): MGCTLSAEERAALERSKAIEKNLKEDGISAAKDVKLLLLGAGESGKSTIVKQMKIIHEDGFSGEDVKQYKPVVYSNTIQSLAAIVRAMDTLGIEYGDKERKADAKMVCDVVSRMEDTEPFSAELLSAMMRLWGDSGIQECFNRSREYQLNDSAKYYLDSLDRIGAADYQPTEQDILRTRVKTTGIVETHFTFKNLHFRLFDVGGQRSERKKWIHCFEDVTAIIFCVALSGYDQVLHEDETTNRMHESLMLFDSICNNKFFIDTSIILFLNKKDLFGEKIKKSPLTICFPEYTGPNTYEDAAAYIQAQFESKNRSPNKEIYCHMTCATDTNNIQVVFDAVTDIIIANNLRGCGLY
Mcl1 Bid PPI = disrupts binding of human Mcl-1 to Bid peptide | Q07820 | TR-FRET Mcl-1/Bid-Dy647 peptide binding, 1536-well | inhibition, % at 21.7 µM | 220,000 compounds, 0.97% hits | AID 1021;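 active means compounds that cut the binding signal by more than half at the single screening dose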;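 further: His-tagged Mcl-1 with europium anti-His antibody binding Bid BH3 peptide; 0% = Mcl-1 plus peptide wells and 100% = peptide-only wells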
Pf gamet viab = P. falciparum stage V gametocyte viability inhibition. inhibition, % at 10.9 µM. AID 743093. P. falciparum stage V gametocytes, ATP luminescence, 24 h. 150,000 compounds, 0.065% hits;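 active means inhibition above the mean plus 3 SD of compounds within the control limits, set per campaign, cut at about 38% in these data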;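 further: 0% = DMSO wells and 100% = medium only without gametocytes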
RGS4-Gao reg = modulates binding of RGS4 to human Galphao; P09471; 220,000 compounds, 0.33% hits; binding response (% of control), % at 10 µM; Multiplexed bead flow cytometry; actives lie on both sides; in the data active means binding response below about 49% or above about 150%; inactive means in between;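 further: fluorescent Galphao activated with aluminum fluoride binding bead-coupled RGS4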
Mcl-1 Bim block = human Bim-Mcl-1 interaction inhibition | inhibition, % at 10 µM | AID 1009 | Bead-based flow cytometry, Bim peptide-Mcl-1 binding | 190,000 compounds, 0.1% hits; in the data active means inhibition above about 40%;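 further: 0% = no compound tracer wells and 100% = peptide blocker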
ABCB1 block = blocks JC-1 efflux by human ABCB1 transporter; P08183; CCRF-Adr cells, flow cytometry; inhibition, % at 6.6 µM; 190,000 compounds, 0.067% hits; in the data active means inhibition above about 40%;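 further: 0% = vehicle and 100% = reference inhibitor; higher value means more JC-1 retained so stronger ABCB1 efflux block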
ABCG2 block = human ABCG2 inhibition, ABCB1 as counter-screen; 190,000 compounds, 0.1% hits; Q9UNQ0; inhibition, % at 6.6 µM; IgMXP3 cells, JC-1 efflux, flow cytometry;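 active means inhibition above 80%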;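 further: 0% = DMSO and 100% = nicardipine control wells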
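Incubation: cells with compound and JC-1, 10 min at 25 °C, rotating, no wash / Test system: IgMXP3 (ABCG2) plus far-red-tagged CCRF-Adr (ABCB1) cells / Compound dosing: one concentration, 6.6 µM final / Also added: JC-1 fluorescent substrate / Evaluation: efflux inhibition in percent versus controls / Detection: flow cytometry, 530 nm JC-1 signal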
RGS7-Gao = modulates binding of RGS7 to human Galphao; P09471; Multiplexed bead flow cytometry; actives lie on both sides; binding response (% of control), % at 10 µM; 220,000 compounds, 0.35% hits; AID 1439; in the data active means binding response below about 49% or above about 150%; inconclusive means no clear call, values can overlap the other calls; inactive means in between;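 further: fluorescent Galphao held in activated GDP-AlF4 state binding bead-coupled RGS7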
Active calls of the source: *; ? = inconclusive; nt = not tested or not shown.

Compound	Avidin fluor	GSH bead fluor	Mcl1 Noxa PPI	RGS8-Gao	Mcl1 Bid PPI	Pf gamet viab	RGS4-Gao reg	Mcl-1 Bim block	ABCB1 block	ABCG2 block	RGS7-Gao
CCN(C(=O)COc1cccnc1[N+](=O)[O-])C1CCS(=O)(=O)C1 (stereo unspecified)	3	10	-8	101	1	-1	99	0	0.0	0	101
Nc1nncn1C(=O)c1cc(Br)ccc1Cl	15	12	7	105	-7	nt	103	-4	-0.1	0	102
COc1ccccc1N1C(=O)C2C(C(=O)c3ccccc3)=NN(c3ccccc3)C2C1=O (stereo unspecified)	6	nt	-182	103	-12	-10	102	nt	nt	nt	?
CC(=O)OCC(=O)N1CCN(c2ccc([N+](=O)[O-])cc2)CC1	7	19	1	101	-24	-80	99	-4	1.5	36	98
COc1ccc(OC)c(-c2cc(C(=O)Nc3c(C)n(C)n(-c4ccccc4)c3=O)no2)c1	6	5	-7	99	-12	nt	101	0	0.8	7	100
CCN(CC)C(=O)Nc1cnc2ccccc2c1	8	66	-20	104	3	nt	102	0	0.3	1	102
CCN(CC)CCCN(C(=O)c1ccco1)c1nc(-c2ccc(C)cc2)cs1	10	10	-5	105	-48	-5	107	0	1.1	3	108
Cc1ccc(O)c(C2=NNC(O)(C(F)(F)F)C2)c1 (stereo unspecified)	6	14	-10	102	-45	nt	97	0	0.2	1	103
COCCCNC(=O)c1c(NC(=O)c2cccs2)sc2c1CCCC2	22	11	12	103	-35	nt	101	-4	2.8	6	106
O=C(NCc1cccnc1)c1ccc(N2CCOCC2)c([N+](=O)[O-])c1	5	20	6	98	-52	14	101	2	1.2	1	102
Cc1occc(=O)c1OC(=O)Nc1ccc(Cl)c(Cl)c1	9	23	16	100	-7	7	100	0	0.0	1	104
CC(=O)c1ccc(NC(=S)NCc2ccc(Cl)cc2Cl)cc1	11	24	16	107	-47	9	105	1	-0.1	0	106
Cc1ccc2nc(N/C(=N/S(=O)(=O)c3cccs3)c3ccccc3Cl)sc2c1	17	14	5	102	-17	2	103	0	0.5	0	?
CC(C)(C)c1ccc(/C=C2/SC(N3CCCC3)=NC2=O)cc1	7	nt	4	101	-29	-18	105	nt	nt	nt	?
CCCP(=O)(CCC)CCP(=O)(c1ccccc1)c1ccccc1	7	19	5	104	-2	23	105	-3	0.0	-1	100
O=C1C2CCCN2C(=O)N1CCCCN1CCN(c2ccc(F)cc2)CC1 (stereo unspecified)	5	8	19	100	-28	5	95	-6	0.7	2	93
COc1cc([N+](=O)[O-])c2ncsc2c1	4	14	12	100	9	-16	97	-9	2.1	2	96
CCN(CC)S(=O)(=O)c1ccc(NC2c3ccccc3C(=O)N2Cc2ccc3c(c2)OCO3)cc1 (stereo unspecified)	24	14	2	105	1	nt	102	-1	4.2	6	102
COc1ccc(C2Nc3ccc4ccccc4c3-c3c2c(=O)oc2ccccc32)cc1 (stereo unspecified)	8	5	7	100	-9	nt	100	0	-0.2	-1	97
CCN(CC)S(=O)(=O)c1ccc(NC2=NS(=O)(=O)c3ccccc32)cc1	nt	14	-5	105	-22	-11	101	1	0.5	1	106
CC(=C/c1ccccc1)/C=N/Nc1nc(N2CCCCC2)nc(N2CCCCC2)n1	14	5	-2	102	-8	8	103	-2	0.8	4	105
C=CC1C(OC2OC(CO)C(O)C(O)C2O)OC=C(C(=O)OC)C1CC1CC(=O)CC(CC(=O)CCc2ccc(O)cc2)O1 (stereo unspecified)	8	nt	19	99	-32	nt	98	nt	nt	nt	?
CC(NC(=O)c1ccc([N+](=O)[O-])cc1[N+](=O)[O-])c1ccc(-c2ccccc2)cc1 (stereo unspecified)	7	11	16	100	-1	-15	98	-4	3.3	6	98
CCOc1ccccc1Oc1coc2cc(OC)ccc2c1=O	10	13	-13	100	-15	nt	103	1	1.2	9	98
CSc1nc(C=Nc2ccccc2Cl)c(O)n1Cc1cccc(Cl)c1	3	nt	23	104	16	-10	105	nt	nt	nt	?
Cc1cc(C)cc(-n2c(SCC(=O)NCc3ccc4c(c3)OCO4)nc3ccccc3c2=O)c1	17	15	10	114	-83	16	110	-6	1.8	-2	108
O=C(Cc1ccc(S(=O)(=O)N2CCCCC2)s1)Nc1ccc(F)cc1F	4	12	-2	106	-27	nt	101	-3	0.3	-1	101
O=C(Nc1ccccc1)OC1CCS(=O)(=O)C1 (stereo unspecified)	5	9	3	119	-9	7	116	0	0.2	-2	113
CCCS(=O)(=O)Nc1c(C(=O)OC)[nH]c2ccccc12	4	23	13	103	-10	-13	101	0	1.9	8	102
CCn1nc(C)c(NS(=O)(=O)c2ccccc2)c1C	9	26	-10	106	7	nt	109	-4	-0.7	-3	112
Cc1cc(C(F)(F)F)c(C#N)c(Sc2ccccc2)n1	14	24	-7	102	2	nt	101	0	-2.7	-1	100
O=C(N/N=C\c1c(O)ccc2ccccc12)c1ccc(Cn2cccn2)o1	1	9	51*	43*	-70	-18	57	0	0.0	0	58
CCOc1ccc(-c2[nH]nc3c2C(c2cccnc2)C(C#N)=C(N)O3)cc1 (stereo unspecified)	14	28	8	100	-3	nt	99	0	1.4	28	95
Cc1cc(NO)nc(-c2ccc(Br)cc2)n1	7	7	1	101	-50	nt	102	0	-0.2	0	103
O=C(COC(=O)c1c[nH]c(=O)[nH]c1=O)Nc1ccccc1F	12	14	0	104	-17	nt	104	-4	3.0	5	?
CCS(=O)(=O)N1CCCC(C(=O)c2ccc(OC)cc2C)C1 (stereo unspecified)	7	21	23	91	8	1	102	-3	0.7	2	94
CCOCc1c(C(=O)Nc2cc(OCC)c(N3CCOCC3)cc2OCC)oc2ccccc12	12	11	45	98	-8	3	102	-2	0.2	0	99
CCOC(=O)N1CCc2c(sc(NC(=O)Cc3ccccc3)c2C(=O)c2ccc(OC)cc2)C1	8	nt	6	98	-2	4	97	nt	nt	nt	?
O=C1N(CC(=O)N2CCc3ccccc32)CCN1Cc1ccc(Cl)cc1	5	52	-6	102	-10	16	102	-1	0.3	1	107
Nc1cc(N)nc(SCC(=O)Nc2ccccc2)n1	5	15	-1	104	-15	nt	97	3	0.1	0	93
COC(=O)c1ccc(CSc2n[nH]c(-c3ccccc3)n2)o1	9	12	1	100	-19	14	99	0	-0.3	1	100
CCCC1c2ccc(C)n2CCN1C(=O)Nc1ccccc1Cl (stereo unspecified)	28	17	4	103	-41	nt	103	-7	0.7	4	106
CCC(=O)N1CCc2cc(Br)cc(S(=O)(=O)NCC3CCCN3CC)c21 (stereo unspecified)	8	11	-9	97	-9	nt	96	-3	0.0	0	97
Cn1c(=O)[nH]c(=O)c2c1nc(Br)n2CCCSc1nc2ccccc2o1	5	5	-17	103	-19	nt	102	0	0.2	0	103
Cc1ccc(NC(=O)CCC(=O)N/N=C/c2cccs2)cc1	10	14	4	107	-23	-6	108	0	0.2	14	109
C1CCN=C(Nc2nc3c(s2)CCCC3)CC1	11	49	-1	95	-25	-6	89	-1	0.4	3	89
Cc1ccc(N2CN(CCC3=CCCCC3)CNC2=S)cc1	6	nt	7	107	-29	15	116	nt	nt	nt	?
COc1ccccc1NC(=S)N1CCN(c2nc(-c3ccccc3)cs2)CC1	12	23	-10	106	-58	-11	103	0	0.4	2	100
N/C(=N\OC(=O)c1ccccc1Cl)c1ccccc1	9	35	nt	103	0	nt	101	-2	0.7	5	103
O=C(Nc1ccc(C(F)(F)F)cc1)N1CCN(c2ccnc3cc(Cl)ccc23)CC1	8	nt	1	98	39	-28	96	nt	nt	nt	?
COc1ccc(C(=O)CCC(C)(C)[N+](=O)[O-])cc1	21	11	18	101	-13	-1	101	1	0.2	1	102
CCCOc1cc(C)c(S(=O)(=O)NCCOC)cc1C	10	8	9	104	-9	-18	107	3	0.3	2	103
COc1cccc(Cl)c1NC(=O)N1CCN(c2cc(C)nc3ccccc23)CC1	9	nt	1	108	0	5	104	nt	nt	nt	?
COc1cccc(C2C3=C(CC(C)(C)CC3=O)Nc3cc(OC)c(OC)cc32)c1 (stereo unspecified)	24	15	4	108	-26	nt	108	-2	4.5	3	111
CCCC1CC(c2csc(N)n2)CCO1 (stereo unspecified)	11	7	-2	104	-41	nt	104	-6	0.7	1	108
CCC1CCCCN1C(=O)CCn1ccnc1 (stereo unspecified)	5	10	-4	98	-10	-7	98	4	0.0	3	97
O=C(COC(=O)c1ccc2c(c1)S(=O)(=O)N=C1CCCCCN12)NCCc1ccc(F)cc1	10	11	-21	101	-24	nt	101	1	-0.4	13	99
Cc1nc2ccccn2c1C(=O)CSc1ccccc1	11	14	18	104	-11	23	103	-7	0.2	5	102
CCCCNC(=S)NNC(=O)c1nn(C)c(C)c1Cl	5	15	-1	98	-33	nt	99	-4	0.6	4	101
CCOC(=O)Cc1csc(NC(=O)c2ccc(C)o2)n1	15	23	2	101	-5	-1	100	-3	0.3	2	102

Other compounds follow:
Compound	Avidin fluor	GSH bead fluor	Mcl1 Noxa PPI	RGS8-Gao	Mcl1 Bid PPI	Pf gamet viab	RGS4-Gao reg	Mcl-1 Bim block	ABCB1 block	ABCG2 block	RGS7-Gao
COc1ccc(CC(=O)NCCc2ccc(Cl)cc2Cl)cc1	6	11	11	102	1	-29	99	0	1.0	3	99
CC(C)Nc1nnc(Sc2ccc(Cl)cc2[N+](=O)[O-])s1	10	12	11	102	14	-12	102	-5	1.5	26	102
CCCC1=NN(C(=O)C(=O)Nc2ccc(Br)cc2)C(O)(C(F)(F)F)C1 (stereo unspecified)	5	22	-19	102	-61	18	97	-4	0.1	9	95
CN(CCOc1ccc(-c2ccn(S(=O)(=O)c3ccc(Cl)cc3)n2)cc1)c1ccccn1	30	12	9	109	2	-9	111	-3	0.1	0	103
C=CCNC(=O)Nc1ccc(F)cc1F	7	24	-1	104	-21	11	102	-1	-0.1	0	105
Cc1ccc(NC(=O)NC(=O)N(C2CCCCC2)S(=O)(=O)c2ccccc2)cc1	14	10	13	102	-22	nt	105	-1	-0.6	2	102
CCN1CCN(C(=O)c2sc3ncnc(N4CCc5ccccc5C4)c3c2C)CC1	25	8	-8	101	-25	-5	102	-3	2.4	13	103
CCC/C(=N/NC(=O)c1ccc2c(c1)OCO2)c1cccs1	4	9	6	111	-17	-2	112	-6	-0.2	0	111
Oc1[nH]c2ccccc2c1N=NC(=S)N1CCOCC1	4	nt	-88	102	-76	nt	103	nt	nt	nt	?
O=C(NCc1ccccn1)c1cn(Cc2ccccc2)nn1	22	11	25	102	-14	-1	107	-2	1.2	6	112
